Cav32 inh: Cav3.2 calcium influx blockers – cell-based, Fluo-4 calcium fluorescence, FDSS, MLSMR library, primary screen. Cav3.2-expressing cells; hits give low values. B-score at 10 µM. 100,000 compounds, 4% hits;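 active means single-dose well whose peak fluorescence ratio is a statistical outlier from its plate by either plate-standardised score or position-corrected B-score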
Target sequence (O95180 whole entry, looked up): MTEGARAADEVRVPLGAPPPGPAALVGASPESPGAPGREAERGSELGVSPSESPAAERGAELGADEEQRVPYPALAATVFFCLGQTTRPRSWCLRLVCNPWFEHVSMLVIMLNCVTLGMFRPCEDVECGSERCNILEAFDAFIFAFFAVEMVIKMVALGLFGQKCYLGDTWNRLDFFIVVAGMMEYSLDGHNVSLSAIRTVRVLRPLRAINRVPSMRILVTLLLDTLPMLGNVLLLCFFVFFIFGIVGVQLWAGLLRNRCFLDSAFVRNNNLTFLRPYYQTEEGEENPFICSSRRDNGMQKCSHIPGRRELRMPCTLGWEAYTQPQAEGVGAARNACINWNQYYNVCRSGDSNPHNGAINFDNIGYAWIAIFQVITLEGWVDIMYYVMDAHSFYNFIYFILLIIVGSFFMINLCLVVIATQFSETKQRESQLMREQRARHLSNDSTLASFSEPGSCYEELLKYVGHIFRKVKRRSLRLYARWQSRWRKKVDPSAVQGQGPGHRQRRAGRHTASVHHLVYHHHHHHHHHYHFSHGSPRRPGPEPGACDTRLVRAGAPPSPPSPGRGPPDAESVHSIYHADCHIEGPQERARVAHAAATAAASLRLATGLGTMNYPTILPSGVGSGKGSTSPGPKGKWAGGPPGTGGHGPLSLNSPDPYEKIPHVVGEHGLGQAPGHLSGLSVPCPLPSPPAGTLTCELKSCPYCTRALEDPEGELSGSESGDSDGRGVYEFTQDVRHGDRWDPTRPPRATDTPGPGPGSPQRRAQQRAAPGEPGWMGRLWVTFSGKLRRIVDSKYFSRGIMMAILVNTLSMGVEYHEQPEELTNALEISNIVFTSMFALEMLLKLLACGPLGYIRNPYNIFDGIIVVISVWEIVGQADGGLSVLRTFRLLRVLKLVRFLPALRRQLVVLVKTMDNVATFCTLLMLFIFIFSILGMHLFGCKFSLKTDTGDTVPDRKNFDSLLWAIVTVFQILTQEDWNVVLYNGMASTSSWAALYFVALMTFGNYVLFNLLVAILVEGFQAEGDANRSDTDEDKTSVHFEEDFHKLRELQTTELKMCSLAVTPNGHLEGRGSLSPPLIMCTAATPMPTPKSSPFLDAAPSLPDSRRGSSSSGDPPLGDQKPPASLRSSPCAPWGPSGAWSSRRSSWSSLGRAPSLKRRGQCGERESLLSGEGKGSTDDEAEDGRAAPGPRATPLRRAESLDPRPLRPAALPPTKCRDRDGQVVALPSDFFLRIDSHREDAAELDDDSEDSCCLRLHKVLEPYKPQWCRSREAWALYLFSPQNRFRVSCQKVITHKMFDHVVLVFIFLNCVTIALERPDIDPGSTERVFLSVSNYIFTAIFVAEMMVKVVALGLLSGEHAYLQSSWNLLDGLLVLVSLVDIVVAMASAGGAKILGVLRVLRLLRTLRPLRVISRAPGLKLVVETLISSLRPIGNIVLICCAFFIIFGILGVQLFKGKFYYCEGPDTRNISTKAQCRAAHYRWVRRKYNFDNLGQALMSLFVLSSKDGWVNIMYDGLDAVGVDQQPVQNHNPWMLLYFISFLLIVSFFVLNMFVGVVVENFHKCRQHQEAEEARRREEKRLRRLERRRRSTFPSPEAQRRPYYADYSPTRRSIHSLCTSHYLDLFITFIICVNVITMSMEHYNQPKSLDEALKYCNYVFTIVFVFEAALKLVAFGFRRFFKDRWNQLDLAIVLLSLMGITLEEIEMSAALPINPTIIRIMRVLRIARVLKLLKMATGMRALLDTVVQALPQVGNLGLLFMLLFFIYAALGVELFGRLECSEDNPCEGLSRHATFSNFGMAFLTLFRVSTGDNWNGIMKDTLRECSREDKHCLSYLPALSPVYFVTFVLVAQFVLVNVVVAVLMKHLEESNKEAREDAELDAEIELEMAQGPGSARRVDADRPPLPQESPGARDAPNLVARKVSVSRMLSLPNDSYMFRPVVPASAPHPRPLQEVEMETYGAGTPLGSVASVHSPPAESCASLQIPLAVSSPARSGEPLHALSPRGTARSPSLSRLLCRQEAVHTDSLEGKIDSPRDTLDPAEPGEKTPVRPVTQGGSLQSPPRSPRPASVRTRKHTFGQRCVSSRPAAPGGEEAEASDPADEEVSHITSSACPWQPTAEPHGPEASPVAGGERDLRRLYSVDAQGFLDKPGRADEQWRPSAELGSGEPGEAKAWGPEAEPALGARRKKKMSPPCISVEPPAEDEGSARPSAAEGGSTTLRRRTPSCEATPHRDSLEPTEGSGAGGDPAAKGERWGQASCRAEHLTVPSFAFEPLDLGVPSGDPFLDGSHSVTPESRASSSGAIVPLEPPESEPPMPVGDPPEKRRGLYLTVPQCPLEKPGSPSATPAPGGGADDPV
* hit, by the source's call. Some of the compounds tested; rates above refer to the full screens.

Cav32 inh | SMILES
-1.5 | O=C(C1=C[C@H](c2coc3ccccc3c2=O)C[C@H](OCCCCO)O1)N1CCOCC1
0.45 | COC(=O)/C(C(C)=O)=C(/C=C/C=C/N(C)C)N(C)C
1.1 | CCCn1nnnc1NC(=O)c1cccs1
0.41 | C=C1CCN(C(C)C(=O)OC)S(=O)(=O)c2ccccc21 (stereo not given)
-7.6* | Cc1ccc(C)c2[nH]c(=O)c(CN(CCN3CCCC3)C(=O)Nc3cccc(Cl)c3)cc12
-1.9 | Cc1cc2oc(=O)cc(CN3CCCc4ccccc43)c2cc1C
0.93 | COc1cc2c(cc1OC)CN(C(=O)c1cc3ccccc3oc1=O)CC2
0.39 | COc1cc([N+](=O)[O-])cc(CN2CCCCC2)c1O

Next part.
Cav32 inh | SMILES
-1.8 | CCc1c(C)sc(NC(=O)C2CC2c2ccccc2)c1C(N)=O (stereo not given)
-0.67 | CC(C)Sc1cc(N2CCCC2)nc(-c2ccc(F)cc2)n1
-0.82 | CCOC(=O)N1CCC(NCCNC(=O)c2cccs2)CC1
-0.31 | CCn1c(SCC(=O)Nc2cccc(C(C)=O)c2)nnc1C(C)C
-1.3 | CCOC(=O)c1c(NC(=O)CSc2nnc(-c3cccnc3)o2)sc2c1CCC2
-0.23 | O=C(NCCN1CCN(c2ccccc2)CC1)C1(S(=O)(=O)c2ccc(Cl)cc2)CC1
-0.25 | CCC1(CC)C(=O)C2=C3C1[C@H](C(=O)OC)CC(C(=O)OC)C[C@H]3[C@H]1C(=O)N(c3ccccc3)C(=O)[C@H]1[C@H]2C (stereo not given in full)
-0.52 | CCc1ccc2c(c1)C(C)=CC(C)(C)N2

Following part.
Cav32 inh | SMILES
-0.54 | CCCn1c(O)c(CN2CCCC(C)C2)c(C)c(C#N)c1=O (stereo not given)
-0.042 | Cc1sc(-c2ccncc2)nc1OC(=O)c1ccccc1
0.45 | COc1ccc(C2C3=C(CCCC3=O)Nc3nc(SCc4ccc(C(=O)O)cc4)nn32)cc1OC (stereo not given)
-0.067 | O=C(Nc1nnc(-c2ccco2)s1)c1ccccc1
1.1 | CC(=O)c1c(C)n(C)c2ccc(O)cc12
-0.77 | COc1cccc(NC(=O)Nc2ccc3c(c2)N(C)C(=O)CS3)c1
-1.1 | CCCCC1=CC2=C(c3ccco3)C(=O)C(C)(OC(=O)c3ccc(OC)cc3)C(=O)C2=CN1CCCOC(C)C (stereo not given)
-0.023 | COc1cccc(NS(=O)(=O)c2ccc3c(c2)CCCN3C(C)=O)c1

Next results:
Cav32 inh | SMILES
-0.19 | CN(C(=O)CSc1nc(C2CC2)nc2ccccc12)c1nc(-c2ccccc2)cs1
-0.073 | COc1cccc(/C=N/NC(=O)CC(=O)NCCc2ccc(OC)c(OC)c2)c1
-7.4* | Cc1cc(NC(=O)CCC(=O)N(Cc2ccco2)C(C(=O)NC2CCCC2)c2ccccc2C)no1 (stereo not given)
0.38 | COc1ccc(C(=O)NC(C)c2cc(OC)c(OC)cc2Br)cc1 (stereo not given)
-0.018 | Cc1ccc(-c2nnn(CC(=O)Nc3ccccc3N3CCOCC3)n2)cc1
-1.1 | CC(=O)c1ccc(NC(=O)CN2CCN(c3ncccn3)CC2)cc1
2.3 | CCN1C(=O)C2C(C1=O)N1C(c3cccs3)C3C(=O)N(CC)C(=O)C3N1C2c1cccs1 (stereo not given)
1.2 | CN=C1SC(CC(=O)Nc2ccccc2F)C(=O)N1C (stereo not given)

Further structures follow:
Cav32 inh | SMILES
0.22 | O=C(CSc1ccc2nnc(-c3ccccn3)n2n1)Nc1ccc2c(c1)OCCO2
0.12 | CCCN(CCO)CCCc1ccccc1
-0.23 | COCCn1c(C)cc(C(=O)CSc2nc3ccccc3o2)c1C
-0.15 | COCCCNC(=O)/C=C/c1ccc(Cl)cc1Cl
-0.052 | COc1ccc(-c2nn(-c3ccccc3)cc2CO)cc1
0.72 | CC(C)Cc1oc(C(=O)O)cc1CN
-4.1* | COc1ccccc1-c1cc(C(=O)N/N=C/C=C/c2ccccc2[N+](=O)[O-])c2ccccc2n1
-0.27 | CCC(=O)Nc1ccc(S(=O)(=O)Nc2cccc(C)c2)cc1OC

Other compounds:
Cav32 inh | SMILES
0.79 | COc1ccc(/C(O)=C2\C(=O)C(=O)N(CCN(C)C)C2c2cc(OC)c(OC)c(OC)c2)c(C)c1 (stereo not given)
-0.35 | Fc1cccc(-n2c(-c3ccco3)nc3nc4ccccc4nc32)c1
1 | COc1ccc(CCNC(=O)CSc2nc(O)c(C(C)C)c(=O)[nH]2)cc1OC
-5.5* | O=C(Nc1ccccc1)N1CCN(Cc2ccc3c(c2)OCO3)CC1
-1.3 | COc1ccc(NC(=O)Cn2c(=O)sc3ccccc32)cc1
1.8 | CCOC(=O)CSc1nnc(CNC(=O)c2ccc(OC)cc2)n1C1CCCCC1
0.058 | Cc1cccc(NC(=O)c2ccccc2NC(=O)Cc2ccccc2)c1C
-0.59 | CC1(C)CC(OC(=O)c2ccco2)CC(C)(C)N1O

(continued)
Cav32 inh | SMILES
-3.2 | CC(=O)CCC1C2C(O)C(C(C)C)C(OC(=O)/C=C/c3ccccc3)CC12C (stereo not given)
0.27 | CCOC(=O)CN1CC23C=CC(O2)C(C(=O)NCc2cccs2)C3C1=O (stereo not given)
0.17 | O=C(c1ccccc1)N1CCN(CC#CC2(O)CCCCC2)CC1
-0.72 | COc1ccccc1N1CCN(CC(=O)c2c(C)[nH]c3ccccc23)CC1
-0.51 | CC1(C)CC(=O)C2=C(C1)Nc1ccccc1N=C2
-0.85 | CC1(C)C(=O)OC(c2cccs2)C(C)(C)C1=O (stereo not given)
-0.32 | CCn1c2ccccc2c2cc(NC(=O)CSc3nnc(-c4ccc(OC)c(OC)c4)n3N)ccc21
0.24 | CCN1CCN(CCNC(=O)CS(=O)(=O)Cc2nc(-c3ccc(C)cc3)oc2C)CC1

Reprinted at random: 7 entries already listed.
Cav32 inh | SMILES
0.17 | O=C(c1ccccc1)N1CCN(CC#CC2(O)CCCCC2)CC1
-0.85 | CC1(C)C(=O)OC(c2cccs2)C(C)(C)C1=O (stereo not given)
0.24 | CCN1CCN(CCNC(=O)CS(=O)(=O)Cc2nc(-c3ccc(C)cc3)oc2C)CC1
-0.32 | CCn1c2ccccc2c2cc(NC(=O)CSc3nnc(-c4ccc(OC)c(OC)c4)n3N)ccc21
0.27 | CCOC(=O)CN1CC23C=CC(O2)C(C(=O)NCc2cccs2)C3C1=O (stereo not given)
-3.2 | CC(=O)CCC1C2C(O)C(C(C)C)C(OC(=O)/C=C/c3ccccc3)CC12C (stereo not given)
-0.51 | CC1(C)CC(=O)C2=C(C1)Nc1ccccc1N=C2

Following part
Cav32 inh | SMILES
-0.59 | O=c1c([N+](=O)[O-])c(N2CCCCC2)c2ccccc2n1-c1ccccc1
-2.2 | COc1ccc(C2CC(c3c(O)cc(C)oc3=O)=NCCS2)c(OC)c1 (stereo not given)
-1.8 | COc1ccc(C2c3c(oc4ccc(C)cc4c3=O)C(=O)N2c2cc(C)ccn2)cc1OC (stereo not given)
-0.21 | CC(Cc1ccccc1)C(=O)NCc1nc2ccccc2s1 (stereo not given)
1.8 | CCOC(=O)C1C(=O)NC(N2CCCCC2)=NC1C(C)C (stereo not given)
-0.37 | Cc1ccccc1NC(=O)C(C)O/N=C/c1cccc([N+](=O)[O-])c1 (stereo not given)
1 | COC(=O)c1c(NC(=O)Cc2cccs2)sc(C(=O)NC2CCCCC2)c1C
1.6 | COC(=O)CSc1nnc(-c2ccoc2C)n1-c1ccc(C)cc1

Later entries
Cav32 inh | SMILES
-0.19 | COC(=O)c1cn(NC(=O)C2COc3ccccc3O2)c(=O)c2ccccc12 (stereo not given)
-0.26 | O=C(c1ccco1)N1CCC(c2nc(-c3ccc(F)cc3)no2)CC1
0.26 | CNC(=O)c1cc2cccc(OC)c2oc1=O
-0.49 | CNC(=O)c1cc2cc(OC)ccc2oc1=N
-4.9* | CC1(C)C(C=C(Cl)Cl)C1C(=O)N1CCN(c2ccccc2)CC1 (stereo not given)
-0.0095 | COc1ccc2cc3cc(C(=O)NCc4ccc5c(c4)OCO5)oc3nc2c1
-1.1 | O=C(Nc1ccccc1Cl)ON=C1c2ccccc2-c2ccccc21
-1.8 | CCCc1nnc(NC(=O)CCC(=O)N2CCN(CCOc3ccc(C)cc3)CC2)s1

The listing continues.
Cav32 inh | SMILES
-2.6 | C=CCOC(=O)C1=C(C)NC(SCC(=O)OCC)=C(C#N)C1c1ccc(C)cc1 (stereo not given)
-1.1 | CCOc1ccccc1NC(=O)CN(Cc1ccccc1)S(C)(=O)=O
0.3 | O=C(CSc1nc2ccccc2[nH]1)c1ccc2c(c1)OCO2
0.76 | O=C(O)CN1C(=O)CC(Cc2ccc(Cl)cc2)C1=O (stereo not given)
-1.2 | Cc1cccc(NC(=O)CSc2nnc(-c3ccco3)c(-c3ccco3)n2)c1C
-0.39 | C[C@@H](C(=O)NCC1CC1)[C@@H]1C[C@@]1(C)[C@@H](NC(=O)OCc1ccccc1)c1ccccc1
0.17 | Cc1cc(C(=O)OCC(=O)N2c3ccccc3CC2C)c(C)o1 (stereo not given)
0.9 | O=C(c1cc2cc(Cl)ccc2oc1=O)N1CCCC1

(further entries)
Cav32 inh | SMILES
-0.12 | FC(F)(F)c1ccc(C2[C@H]3CN(Cc4ccc(-c5ccccc5)cc4)[C@H](c4ccccc4)C34CC2(c2cccnc2)C4)cc1 (stereo not given in full)
0.46 | Cc1cc(C(=O)COC(=O)C2=NNC(=O)CC2)c(C)n1-c1ccc(OC(F)F)cc1
-0.35 | COC(=O)/C(=C\c1c[nH]c2ccccc12)NC(C)=O
-4.3 | NC(=O)c1c(NC(=O)CSc2nnc(Cc3ccccc3)n2Cc2ccco2)sc2c1CCC2
0.046 | COc1cc2[nH]c(=O)n(CCCC(=O)N3CC=C(c4ccccc4)CC3)c(=O)c2cc1OC
0.00032 | CCn1c(Cc2ccccc2)nnc1SCC(=O)c1cccc([N+](=O)[O-])c1
0.54 | COc1ccc(C(=O)Nn2c(C)ccc2C)cc1OC
-3.8* | Cc1ccc(C(C)NC(=O)c2c(C)noc2C)cc1C (stereo not given)

Continued.
Cav32 inh | SMILES
-0.61 | CCOc1ccc(N(CC(=O)NCc2ccccc2)S(=O)(=O)c2c(C)noc2C)cc1
-0.59 | COC(=O)C(C)(C(=O)OC)c1ccccc1[N+](=O)[O-]
-4.2* | Cc1nn(Cc2ccc(Cl)cc2Cl)c(C)c1NC(=O)NC12CC3CC(CC(C3)C1)C2
0.28 | C/C(=N/O)c1ccccn1
-0.59 | CCOc1ccc(CN2C(=O)c3ccccc3C2C(=O)NCc2cccnc2)cc1 (stereo not given)
0.83 | COc1ccc2c(c1)CCCC21NC(=O)NC1=O (stereo not given)
-1 | CC(C(=O)OCn1nnc2ccccc2c1=O)N1C(=O)c2ccccc2C1=O (stereo not given)
-4* | CCn1c(CNC(=O)COc2ccc(C(C)C)cc2)nnc1SCC(=O)Nc1ccccc1

(next part)
Cav32 inh | SMILES
-0.66 | Cc1cc(SCC(=O)NC(=O)NCc2ccco2)nc2c(C)cccc12
0.3 | N#Cc1nc(-c2ccco2)oc1N1CCC(C(N)=O)CC1
-0.48 | Cn1ncc2c(Nc3cccc(C(=O)O)c3)ncnc21
2.2 | COCNc1nc(OCC#N)nc(N(C)C)n1
0.36 | Cc1cc(C)c2nc3c(c(C(=O)O)c2c1)CCC3
-4.5* | Cc1cccc2cc(CN(Cc3ccco3)C(=O)Nc3cccc(C#N)c3)c(Cl)nc12
-5.1* | O=S(=O)(c1ccc2ccccc2c1)N(CC(O)COCc1ccco1)c1ccccc1 (stereo not given)
1.1 | COc1ccc(NS(=O)(=O)c2ccc(N)c(C(=O)O)c2)cc1

Continued; it opens with the four that closed the last part.
Cav32 inh | SMILES
0.36 | Cc1cc(C)c2nc3c(c(C(=O)O)c2c1)CCC3
-4.5* | Cc1cccc2cc(CN(Cc3ccco3)C(=O)Nc3cccc(C#N)c3)c(Cl)nc12
-5.1* | O=S(=O)(c1ccc2ccccc2c1)N(CC(O)COCc1ccco1)c1ccccc1 (stereo not given)
1.1 | COc1ccc(NS(=O)(=O)c2ccc(N)c(C(=O)O)c2)cc1
0.25 | COc1cccc(NC(=O)CCCOc2cc(=O)n(C)c3ccccc23)c1
-6.1* | O=C(Nc1nc(-c2ccccc2)cs1)C1CCCN(S(=O)(=O)c2cccc([N+](=O)[O-])c2)C1 (stereo not given)
0.49 | CN(CC(=O)N1CC=C(c2ccccc2)CC1)S(=O)(=O)c1cnc[nH]1
-0.46 | COc1cc2c(cc1NC(=S)Nc1cccc(C(F)(F)F)c1)oc1ccccc12
0.4 | C[C@@H]1CC[C@H](O)/C=C/C(=O)O[C@H](C)CC[C@H](O)/C=C/C(=O)O1
-0.76 | COc1ccc(N2C(=O)[C@@H]3Cc4ccccc4CN3C2=O)cc1
0.43 | O=C(OCn1nnc2ccccc2c1=O)C1COc2ccccc2O1 (stereo not given)
0.74 | O=C(/C=C/c1ccc(Br)o1)OCc1ccccc1

(further entries)
Cav32 inh | SMILES
-2 | CCOc1ccc(C(=O)Nn2cnnc2)cc1
0.41 | COc1ccc(C2N=C(N)N=C(N)N2c2ccccc2)cc1OC (stereo not given)
0.64 | N#CC1=C(N)OC2=C(C(=O)CCC2)C1c1ccc(OC(=O)N2CCOCC2)cc1 (stereo not given)
-0.59 | Clc1ccc(-n2nnc(-c3cccnc3Cl)n2)cc1Cl
0.009 | O=C(NCCc1ccccc1)c1noc2c1CCc1ccccc1-2
0.39 | COc1ccc(CCNC(=O)NC23CC4CC(CC(C4)C2)C3)cc1OC
-1.8 | CC(C)C1N=C(c2ccc3c(c2)OCO3)CC(c2ccccc2O)N1 (stereo not given)
-0.058 | Cc1ccc(S(=O)(=O)N2CCCC(C(=O)NCCC3=CCCCC3)C2)cc1 (stereo not given)

Going on with the list:
Cav32 inh | SMILES
0.36 | CN1C[C@@H]2C(c3ccc(C(F)(F)F)cc3)C3(c4ccccc4)CC2(C3)[C@H]1c1ccccc1 (stereo not given in full)
-2.4 | COc1ccc2c(C)cc(N3CCN(c4ccc(F)cc4)CC3)nc2c1
3.7* | COc1ccc(-c2c3c(nc4sc5c(Cl)nc(C)nc5c24)CCC3)cc1
-0.84 | O=C1NCCCc2nc(Oc3ccccc3)sc21

Screens as filed in PubChem BioAssay.
